Source: PubChem BioAssay (several laboratories)
SMARCA2 act: SMARCA2 function activation, primary screen | activation, % at 9.1 µM | actives 1% (n = 370,000) | MG213 cells, MMTV-luciferase reporter, dexamethasone, overnight | AID 652017; in the data active = activation above about 7.8%;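 also: 0% = vehicle wells and 100% = reference activator wells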
PG9 Ab binder: PG9 antibody binding by small molecule | TR-FRET gp120-PG9 antibody binding | actives 0.43% (n = 360,000) | inhibition, % at 6.7 µM; in the data active = inhibition above about 8.5%
rCAG binder: molecules binding r(CAG) RNA repeats | inhibition, % at 3 µM | r(CAG) RNA repeat, TO-PRO-1 dye displacement fluorescence | actives 1.3% (n = 370,000) | AID 651821;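 active = inhibition above the plate cutoff, the mean of all test compounds on that plate plus 3 SD, cut at about 35% in these data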;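 also: 0% = DMSO alone and 100% = 100 µM mitoxantrone as full dye displacement; higher means more dye released from RNA so lower well fluorescence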
NPR1 activator: GC-A (human) enzyme activation. HEK293 GC-A cells, cGMP TR-FRET, EC30 ANP; 0% at EC30 ANP, 100% saturating ANP. P16066. actives 0.14% (n = 370,000). AID 1671463. activation, % at 10 µM; in the data active = activation above about 40%
ARFGAP1 inhibitor: inhibits rat ARF GTPase activating protein 1 | Q62848 | Arfgap1-stimulated ARF1 GTP hydrolysis, GDP FP detection | inhibition, % at 16.5 µM | actives 0.26% (n = 360,000) | AID 651572;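 active = inhibition above a per-plate limit, mean inhibition of low control wells plus 3 SD, cut at about 25% in these data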;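 also: 0% = DMSO wells with enzyme and 100% = wells lacking Arfgap1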
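Material: rat Arfgap1 GAP domain (His6, aa 1-136), purified enzyme. Also added: human ARF1(Δ1-17)-GTP substrate. Compound dosing: 16.5 µM single point, 1.26% DMSO. Timing: enzyme reaction 120 min at 25 °C after 20 min preincubation. Signal: GDP detection by fluorescence polarization. Read-out basis: percent inhibition of GAP-stimulated GDP formation, scaled between DMSO and no-Arfgap1 medians.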
Rev-erbA mod: modulates human Rev-erb alpha binding to DNA. Rev-erbα–FITC-DNA binding, fluorescence polarization, 90 min. activity, % at 10 µM. actives 0.79% (n = 370,000). AID 1259318;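 active = activity above about 14%, limit read from the data; passing the limit was not always enough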;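 also: 0% = DMSO wells with 35 nM protein and 100% = DMSO wells with 750 nM protein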
Target sequence (P20393 whole entry, looked up): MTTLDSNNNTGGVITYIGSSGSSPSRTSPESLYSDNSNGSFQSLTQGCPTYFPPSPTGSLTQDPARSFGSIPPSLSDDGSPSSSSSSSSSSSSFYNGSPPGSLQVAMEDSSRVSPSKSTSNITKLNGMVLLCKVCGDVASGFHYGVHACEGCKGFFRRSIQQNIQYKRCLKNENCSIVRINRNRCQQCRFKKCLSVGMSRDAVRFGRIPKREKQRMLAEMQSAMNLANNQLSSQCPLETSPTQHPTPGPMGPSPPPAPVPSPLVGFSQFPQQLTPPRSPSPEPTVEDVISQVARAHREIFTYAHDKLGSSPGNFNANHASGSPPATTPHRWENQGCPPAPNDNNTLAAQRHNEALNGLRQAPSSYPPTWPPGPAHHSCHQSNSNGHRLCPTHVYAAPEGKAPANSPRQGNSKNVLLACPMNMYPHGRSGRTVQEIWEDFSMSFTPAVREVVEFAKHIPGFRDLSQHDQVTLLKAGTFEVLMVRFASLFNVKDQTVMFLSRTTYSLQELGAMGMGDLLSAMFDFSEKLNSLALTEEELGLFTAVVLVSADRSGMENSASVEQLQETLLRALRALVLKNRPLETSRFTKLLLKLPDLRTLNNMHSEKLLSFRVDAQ
ASAP1 inh: inhibitors of human ASAP1 ArfGAP activity | ASAP1-stimulated ARF1 GTP hydrolysis, GDP FP detection | inhibition, % at 16.5 µM | actives 0.19% (n = 360,000) | AID 624377; in the data active = inhibition above about 25%;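 also: 0% = vehicle with enzyme and substrate and 100% = no enzyme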
HTRA1 inh: blocks human HTRA1 serine peptidase; recombinant HTRA1, FP-rhodamine activity-based probe, fluorescence polarization; inhibition, % at 5.96 µM; Q92743; actives 0.5% (n = 340,000); in the data active = inhibition above about 36%;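 also: 0% = enzyme with DMSO and 100% = wells lacking enzyme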
Target sequence (Q92743 whole entry, looked up): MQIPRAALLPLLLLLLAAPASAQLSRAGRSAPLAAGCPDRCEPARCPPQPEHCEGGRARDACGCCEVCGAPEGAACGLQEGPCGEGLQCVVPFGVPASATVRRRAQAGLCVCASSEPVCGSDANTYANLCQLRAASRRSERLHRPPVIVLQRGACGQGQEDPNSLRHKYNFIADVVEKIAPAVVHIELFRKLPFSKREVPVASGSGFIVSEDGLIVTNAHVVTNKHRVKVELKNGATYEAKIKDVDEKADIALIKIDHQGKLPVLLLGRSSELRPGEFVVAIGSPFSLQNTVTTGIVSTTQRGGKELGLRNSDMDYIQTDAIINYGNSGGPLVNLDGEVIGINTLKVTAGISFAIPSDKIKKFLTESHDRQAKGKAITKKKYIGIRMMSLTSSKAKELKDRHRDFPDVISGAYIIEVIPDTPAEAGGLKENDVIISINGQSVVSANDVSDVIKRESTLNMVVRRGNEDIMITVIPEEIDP
GC-B act: GC-B (human) receptor activation | activation, % at 10 µM | actives 0.11% (n = 370,000) | HEK293-GC-B cells, CNP EC30, cGMP TR-FRET; 0% at EC30 CNP, 100% saturating CNP;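 active = activation at 10 µM reaching about 35% in either raw or pattern-adjusted values, limit read from the data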
mABHD4 FP: ABHD4 (mouse) inhibition, primary FP screen; Q8VD66; purified mABHD4, FP-Rh probe fluorescence polarization; inhibition, % at 8.92 µM; actives 0.54% (n = 370,000); AID 720543;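 active = inhibition exceeding the mean over every tested compound plus 3 SD, cut at about 30% in these data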;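 also: 0% = plate median of compound wells and 100% = S159A mutant with DMSO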
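Test system: mABHD4 protein | Buffer or medium: HEPES pH 7.0 buffer, 150 mM NaCl, 0.01% Pluronic F-127 | Probe or stimulus: FP-Rh fluorescent activity-based probe, added after compound pre-incubation | Timing: Pre-incubation 45 min, probe exposure 60 min, at 25 °C | Technique: Fluorescence polarization, excitation 525 nm, emission 598 nm, BODIPY TMR filters | Repeats: Single well per compound (singlicate)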
An asterisk follows results filed as active; / = not tested or not shown.

SMILES	SMARCA2 act	PG9 Ab binder	rCAG binder	NPR1 activator	ARFGAP1 inhibitor	Rev-erbA mod	ASAP1 inh	HTRA1 inh	GC-B act	mABHD4 FP
COc1ccccc1C(=O)Nc1ccnn1C1CCN(Cc2cn(C)c3ccccc23)CC1	-1	-1.6	-5	-14	-15	-2	-14	5	-14	-4
O=C1COc2ccc(C(=O)COC(=O)c3sc4ccccc4c3Cl)cc2N1	-1	-7.4	6	1	20	12	17	-5	0	-6
C=CCn1c(CSc2nc3ccccc3s2)n[nH]c1=S	1	-3.0	4	-2	0	-6	5	-1	-3	2
O=C(O)C1C2C=CC(C2)C1C(=O)NCc1ccc(Cl)c(Cl)c1 (stereo unspecified)	-3	1.8	-4	-1	4	5	-7	-3	-3	6
O=c1c2ccccc2c(=O)n(Cc2ccccc2)n1Cc1ccccc1	-3	-1.7	3	2	-1	5	-1	-27	0	-7
COC(=O)c1ccc(Oc2coc3cc(OCc4ccc([N+](=O)[O-])cc4)ccc3c2=O)cc1	-1	0.8	9	0	11	-4	-4	-2	5	-4
Cc1c(NS(=O)(=O)c2ccc(Cl)c(C(=O)OCC(=O)NCc3ccco3)c2)c(=O)n(-c2ccccc2)n1C	0	-0.8	0	0	0	0	-4	1	-7	3
Cc1ccc(C(=O)NNc2nc3ccccc3nc2C(F)(F)F)cc1	-1	0.1	0	-2	-1	-4	-3	-4	3	-4
O=C(CSc1nnnn1-c1ccccc1F)Nc1nc2ccccc2s1	-2	0.0	0	1	7	-2	6	0	-1	1
Cc1ccc(-n2nc(C)c3c2C(Br)C(C)(C)CC3=O)nc1 (stereo unspecified)	-5	1.2	0	1	1	-2	10	-1	2	1
Cc1cccc(NS(=O)(=O)c2cccc(C(=O)NCC3(N4CCCCC4)CCCCC3)c2)c1	-1	-1.1	-4	-5	-7	0	-4	-5	1	3
Cn1cccc1C(=O)Nc1ccc(Cl)c(S(=O)(=O)N2CCCCC2)c1	-3	-2.7	11	-1	4	-5	7	-20	-6	-22
COc1ccc(NC(=O)CSCC(=O)N(C)Cc2ccc3c(c2)OCCO3)cc1	2	0.7	-1	0	-6	-4	17	-8	2	2
COc1cc(CNS(=O)(=O)CCl)cc(OC)c1OC	-1	-0.2	5	-3	1	5	-12	0	-1	-15
CC(C)CC1=NC(C(F)(F)F)(C(F)(F)F)c2c(n(CC(C)C)c(=O)[nH]c2=O)N1	1	0.6	-1	-1	7	0	3	0	5	1
CC(C)C[C@H](NC(=O)N1CCn2c1nc1ccccc12)C(=O)NCCc1ccccc1	-2	0.2	-6	-3	-4	-2	-5	-9	8	-4
CC(=O)Nc1ccc(S(=O)(=O)Nc2ccccc2C(=O)NCc2cccnc2)cc1	-2	1.7	3	7	-2	1	4	4	0	-3
COC(=O)c1cc(S(=O)(=O)NCc2cccs2)c[nH]1	-2	0.0	-1	-1	-9	-1	-11	6	3	-2
O=C(CCC(=O)c1cccs1)Nc1nnc(C2CC2)s1	-3	-0.1	1	2	-7	0	-6	-6	-6	0
c1nc(NCC2CCCOC2)c2cc(-c3ccc4c(c3)OCO4)ccc2n1 (stereo unspecified)	/	/	/	-1	/	-2	/	/	-9	22
Brc1ccc(CSc2nccn2-c2ccccc2)cc1	0	-0.8	1	-8	9	3	-1	-20	-11	-10
CCC(=O)n1nc(-c2ccc(OC)cc2)nc1NCc1cccs1	5	-1.0	-2	-7	-6	-3	7	-3	-9	0
CC(C)NC(=O)Nc1ccc2c(c1)C(=O)N([C@H](C)CO)C[C@H](C)[C@@H](CN(C)S(=O)(=O)c1cccs1)O2	0	2.1	-2	3	13	-1	-3	-10	10	7
COc1cc(OC)cc(-c2cc3nc(C)c(CCC(=O)Nc4nc(C)cs4)c(C)n3n2)c1	-8	0.7	1	5	7	2	-5	1	-3	0
CC(C)(C)OC(=O)C[C@@H]1C/C=C\C[C@H](CC(=O)N[C@@H](CO)Cc2ccccc2)C(=O)N[C@H](C(C)(C)C)COC1=O	-1	-0.3	-13	0	-7	-4	-4	0	7	-4

Next section
SMILES	SMARCA2 act	PG9 Ab binder	rCAG binder	NPR1 activator	ARFGAP1 inhibitor	Rev-erbA mod	ASAP1 inh	HTRA1 inh	GC-B act	mABHD4 FP
CN(C(=O)CC1C(=O)NCCN1Cc1ccc(F)cc1)C1CCOCC1 (stereo unspecified)	-3	4.2	-3	0	-1	7	-2	8	-1	2
CCC(c1nnc(SCC(=O)Nc2c(F)cccc2F)n1Cc1ccccc1)N(C)C (stereo unspecified)	0	-2.1	-6	-1	9	3	10	-4	7	-2
O=C(c1ccc2ncsc2c1)N1CCN(c2nc3ccccc3s2)CC1	-3	-1.4	-5	4	5	0	22	-6	-3	1
COc1ccc(NC(=O)COC(=O)c2ccc(OCc3ccc(Cl)cc3Cl)c(OC)c2)c(OC)c1	-4	0.1	3	0	4	2	2	1	-1	9
CCc1nn(CCCC(=O)NC2CCCCC2C)c(=O)c2cc3occc3n12 (stereo unspecified)	2	-3.4	-1	-1	-14	6	7	0	-5	-1
O=C(O)c1cc2ncc(CCO)cn2n1	-3	1.1	2	3	8	-1	-5	3	0	7
CCN(C[C@H]1N[C@@](Cc2ccccc2)(C(=O)OC)[C@H]2C(=O)N(Cc3ccccc3)C(=O)[C@@H]12)S(=O)(=O)c1ccc(OC(F)(F)F)cc1	0	0.1	10	0	-4	-3	1	-21	3	-5
COc1cc(Br)cc(CN2CCN(c3ncccn3)CC2)c1O	-1	-1.0	-8	-2	-6	1	-10	7	1	4
CCNc1nnc(SCC(=O)NC2CCCCCC2)s1	-1	-0.3	-2	4	-13	2	-9	-12	-1	-2
O=C(C[C@H]1C/C=C\CC[C@H](Cc2ccc(F)cc2)C(=O)O[C@@H](c2ccccc2)CNC1=O)N[C@@H](CO)Cc1ccccc1	-1	1.1	-1	2	6	-6	2	-16	4	-9
CC(O)[C@H]1CN=C(N)N1CCc1cc(C(F)(F)F)cc(C(F)(F)F)c1 (stereo partly specified)	0	0.5	2	0	0	2	15	5	-2	7
Cc1cc(=O)[nH]c(N=N/C(=N/Nc2ccccc2C)c2ccccc2)n1	1	1.9	6	-4	8	6	8	21	-1	20
Cc1nn(-c2ccccc2)c(Cl)c1/C=N/NS(=O)(=O)c1ccc(Br)cc1	5	0.5	48*	-4	1	2	8	-17	-6	-19
O=C(COC(=O)CNC(=O)C1CCCCC1)NCc1ccccc1	0	-2.6	0	5	-6	7	3	-1	-2	5
CCN(Cc1ccc2c(c1)OCCO2)C(=O)CSc1nc(C)nc2sc(C)c(C)c12	-1	1.3	2	0	2	8	-3	-30	2	-3
CCOc1ccc(CCN2C(=S)N([C@@H](Cc3ccc(O)cc3)CN3CCC[C@@H]3CN3C(=S)NC[C@@H]3Cc3ccccc3)C[C@@H]2Cc2ccc(O)cc2)cc1	5	1.4	18	2	8	4	4	/	-1	-38
COc1ccc(N2CCN(C3CCN(S(=O)(=O)c4ccc(F)cc4)CC3)CC2)cc1	-1	0.0	0	1	8	-2	1	4	6	2
CCOc1cccc2sc(N(CCN(CC)CC)C(=O)c3cccc([N+](=O)[O-])c3)nc12	-1	-2.3	-2	-4	-1	0	3	10	-9	0
O=C(CN(Cc1ccccc1)C(=O)CNS(=O)(=O)c1ccccc1)NCC1CCCO1 (stereo unspecified)	-1	0.3	-3	0	12	-2	-2	6	3	-1
CCOC(=O)N1CCC(NC(=O)C2CCCN(S(=O)(=O)c3cccc4nsnc34)C2)CC1 (stereo unspecified)	-4	-1.1	-2	4	10	-9	3	8	3	3
COc1ccc(C(=O)/C=C/c2ccc(OC3CSC3)cc2)cc1	-2	1.1	2	-1	13	6	1	-37	-3	-15
CC(=O)NC(CCS(C)(=O)=O)C(=O)Nc1ccc(F)cc1Cl (stereo unspecified)	1	-1.5	0	0	3	7	12	-4	5	-1
O=CC1=C(c2ccccc2)Oc2ccccc2O1	-1	-1.9	-2	4	-8	4	1	-1	-2	4
Cc1cc(OCC(=O)N[C@@H](Cc2ccccc2)c2nc3ccccc3[nH]2)ccc1Cl	-1	1.4	5	-3	-2	4	-6	-5	3	4
O=C(COC(=O)c1cccc(S(=O)(=O)N2CCOCC2)c1)Nc1ncc(Cl)cc1Cl	-2	-1.2	7	-1	17	2	14	8	-2	-16

Among those listed so far, these have a furan ring, fused or not.
SMILES	SMARCA2 act	PG9 Ab binder	rCAG binder	NPR1 activator	ARFGAP1 inhibitor	Rev-erbA mod	ASAP1 inh	HTRA1 inh	GC-B act	mABHD4 FP
Cc1c(NS(=O)(=O)c2ccc(Cl)c(C(=O)OCC(=O)NCc3ccco3)c2)c(=O)n(-c2ccccc2)n1C	0	-0.8	0	0	0	0	-4	1	-7	3
CCc1nn(CCCC(=O)NC2CCCCC2C)c(=O)c2cc3occc3n12 (stereo unspecified)	2	-3.4	-1	-1	-14	6	7	0	-5	-1

Following part
SMILES	SMARCA2 act	PG9 Ab binder	rCAG binder	NPR1 activator	ARFGAP1 inhibitor	Rev-erbA mod	ASAP1 inh	HTRA1 inh	GC-B act	mABHD4 FP
CCCCCC(=O)N1CCCC(c2nc(-c3ccc(OC)cc3)no2)C1 (stereo unspecified)	0	-1.1	0	-6	13	-4	-9	-11	-3	0
COc1ccc(/C=C2\OC(=S)N(C)C2=O)cc1	-1	-2.8	0	3	6	7	-7	-4	-2	0
O=[N+]([O-])c1ccc2c(c1)C(N1CCOCC1)/C(=C/COc1ccc(Cl)cc1Cl)O2 (stereo unspecified)	0	0.2	3	38	4	7	10	-18	0	-14
Cc1cc(C(F)(F)F)n2ncc(-c3cccc(Br)c3)c2n1	-2	-0.7	-3	1	-7	-3	-1	-10	-6	3
COc1ccc(CC(=O)NNC(=O)c2ccc(Br)s2)cc1OC	-4	-0.4	2	5	13	2	2	1	2	-4
CSc1ccc(CNCC2CCCO2)cc1 (stereo unspecified)	-2	-1.6	13	-2	-1	-2	-14	10	2	-2
CCN(C(=O)COC(=O)/C=C/c1c(C)nn(Cc2ccc(C)cc2)c1C)C1CCS(=O)(=O)C1 (stereo unspecified)	-3	-2.5	-9	4	10	5	-4	8	-2	-3
O=C(Oc1ccc(F)c(F)c1)c1ccc2c(=O)n3c(nc2c1)CCC3	-1	-0.4	2	2	-1	5	4	-9	-12	-4
CCCCn1nnnc1C1(C)CCC(=O)N1CCCn1ccnc1 (stereo unspecified)	-1	-1.1	1	4	7	3	3	/	2	9
O=C(Nc1ccc(Cl)c([N+](=O)[O-])c1)c1ccc(NCCCN2CCOCC2)c([N+](=O)[O-])c1	-1	-3.5	2	2	-14	5	-1	-4	7	4
Cc1ccccc1N=Nc1ccc(O)c2ncccc12	2	-3.2	7	2	-8	7	7	37*	3	14
Cc1ccc(NC(=O)CSc2ccccc2)cc1S(=O)(=O)N1CCOCC1	-3	-3.5	-2	-1	4	5	-1	-1	0	-8
CCOC(=O)[C@]12CCC=C1N(Cc1cccc3ccccc13)C(=O)[C@H](CC(=O)NCC1CCCCC1)C2	-3	-0.4	7	-4	0	5	-10	/	5	-2
